PERK inh: human PERK inhibition, primary cell-based screen; 220,000 tested, 0.17% active; inhibition, % at 5.6 µM; Q9NZJ5; CHO PERK-DD fusion, SEAP luminescence translation reporter;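 active = inhibition above the mean inhibition of all tested compounds plus 3 SD, set separately per screening campaign, cut at about 2.9% in these data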;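 also: PERK kinase domain activated by AP20187 dimerizer at 100 nM; 0% = DMSO with dimerizer and 100% = rapamycin at 8.4 µM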
Target sequence (Q9NZJ5 whole entry, looked up, the tested form may be a part): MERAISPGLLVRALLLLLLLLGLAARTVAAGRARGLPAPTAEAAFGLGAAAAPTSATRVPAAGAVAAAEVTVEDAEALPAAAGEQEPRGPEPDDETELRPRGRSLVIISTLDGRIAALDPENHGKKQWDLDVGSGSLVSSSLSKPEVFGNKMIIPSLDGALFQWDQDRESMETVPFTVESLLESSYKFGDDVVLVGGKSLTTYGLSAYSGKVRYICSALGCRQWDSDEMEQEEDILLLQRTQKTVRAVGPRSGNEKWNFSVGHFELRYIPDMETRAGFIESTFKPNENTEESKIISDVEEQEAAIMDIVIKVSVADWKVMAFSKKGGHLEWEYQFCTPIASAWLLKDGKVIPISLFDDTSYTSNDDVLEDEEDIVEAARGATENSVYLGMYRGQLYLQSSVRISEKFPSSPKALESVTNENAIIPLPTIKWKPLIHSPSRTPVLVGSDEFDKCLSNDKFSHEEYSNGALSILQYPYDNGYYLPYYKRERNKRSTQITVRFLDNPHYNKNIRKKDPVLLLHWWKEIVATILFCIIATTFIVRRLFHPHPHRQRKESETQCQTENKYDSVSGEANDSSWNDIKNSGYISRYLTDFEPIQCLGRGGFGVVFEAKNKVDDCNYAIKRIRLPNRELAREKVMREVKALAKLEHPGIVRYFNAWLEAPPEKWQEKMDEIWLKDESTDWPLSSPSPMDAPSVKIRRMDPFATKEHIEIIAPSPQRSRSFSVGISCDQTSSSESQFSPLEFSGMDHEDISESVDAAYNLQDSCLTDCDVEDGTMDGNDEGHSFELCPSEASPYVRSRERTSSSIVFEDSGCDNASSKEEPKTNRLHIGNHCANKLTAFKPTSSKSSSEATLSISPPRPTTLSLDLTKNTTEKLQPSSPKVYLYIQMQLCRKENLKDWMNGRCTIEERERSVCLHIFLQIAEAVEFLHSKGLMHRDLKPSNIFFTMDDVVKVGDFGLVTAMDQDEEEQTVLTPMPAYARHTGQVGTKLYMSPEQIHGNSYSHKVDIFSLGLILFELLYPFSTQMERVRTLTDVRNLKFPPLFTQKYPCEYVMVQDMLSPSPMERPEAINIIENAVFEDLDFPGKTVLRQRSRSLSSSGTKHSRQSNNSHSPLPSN
L929 necroptosis: L929 zVAD cell death inhibition; viability rescue, % at 10 µM; L929 zVAD necroptosis rescue, ATP luminescence, 24 h; with zVAD 60 µM; AID 1377; 220,000 tested, 0.38% active;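 active = activation, scaled between plate controls, above about 75%, limit read from the data; inactive = activation under that limit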;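 also: 0% = zVAD with DMSO and 100% = DMSO alone without zVAD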
eIF4E-4G inh: inhibitors of eIF4E and eIF4G interaction in translation initiation; 220,000 tested, 0.37% active; TR-FRET eIF4E-eIF4GI(517-606) binding, 2 h; P63073+Q04637; inhibition, % at 21.7 µM;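 active = inhibition above about 30%, limit read from the data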;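 also: 0% = full FRET control wells and 100% = background wells lacking eIF4GI fragment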
MDM2 E3 inh: Mdm2 E3 ligase (human) inhibition. cell-based MDM2 ubiquitination luciferase reporter, 2 h; 0 = plate control, 100 = twice control, blank-subtracted. signal enhancement, % at 5 µM. 210,000 tested, 0.11% active. AID 1230;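 active = signal enhancement of 30% or more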;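 also: luminescence tracks abundance of the self-degrading MDM2-luciferase fusion protein; higher signal means inhibition of MDM2 E3 ligase activity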
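Material: stable MDM2–luciferase fusion reporter cells / Quantity: 2000 cells/well / Dosing: single 5 µM compound dose, 0.2% final DMSO / Buffer or medium: DMEM / Schedule: 4 h cell settling then 2 h compound exposure, 37 °C / Detection: luminescence with SteadyLite reagent, 15 min at room temperature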
Rad51 HR inh: Rad51 (human) homologous recombination inhibition | hRad51 DNA strand exchange, fluorescence dequenching | inhibition, % at 10 µM | 200,000 tested, 0.085% active | AID 1385;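 active = inhibition above 40% at the single screening dose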;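 also: 0% = DMSO control wells and 100% = blanks with heterologous ssDNA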
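Test system – preformed human Rad51 ssDNA filaments · Reagent – Donor/quencher-labelled 47-bp dsDNA substrate · Incubation – 37 °C 15-min filament assembly, 30-min compound preincubation, 15-min exchange · Signal – FRET fluorescence dequenching, excitation 485 nm, emission 520 nm · Read-out – percent inhibition from fluorescence, normalised to plate control and blank means · Benchmarks – plate control and blank wells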
EBV gp42 inh: blocks Epstein-Barr virus glycoprotein 42 binding | AID 1085 | Q1HVG2 | inhibition, % (tested at 21.74 µM) | 220,000 tested, 0.42% active | Fluorescence polarization binding assay, mP read-out; in the data active = inhibition above about 50%
m-calpain inh: calpain II (pig) inhibition | 220,000 tested, 0.37% active | purified calpain II, fluorogenic peptide substrate, 30 min | inhibition, % at 16 µM;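 active = inhibition above about 50%, limit read from the data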
Cl transport mod: modulates chloride dependent transport by human KCC2. 190,000 tested, 2.2% active. Q9H2X9. AID 1456. B-score of Tl+ flux slope (higher = more flux/activation; lower = inhibition) at 10 µM. KCC2 cells, thallium flux FluoZin-2 fluorescence;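 active = thallium flux slope and its plate-corrected score both differing from the plate sample mean at a set confidence after two filtering rounds, in either direction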;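 also: slope of fluorescence scaled to starting intensity during 10 to 20 s after thallium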
TNF death inh: inhibitors of TNF-alpha induced necroptosis in Jurkat FADD-/- cells | AID 463075 | 220,000 tested, 0.068% active | Jurkat FADD-/- TNF necroptosis rescue, ATP luminescence, 24 h; 0 = TNF only, 100 = no-TNF cells | activation (protection from cell death), % at 10 µM;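 active = activation, meaning protection from cell death, of at least 50% relative to plate controls; inactive = activation below 50%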;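 also: necroptosis triggered by 40 ng/mL TNF-alpha added together with compound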
* marks the source's active call; other numbers are inactive results; · = not tested or not shown; [ ] = remark or other dose. Random draw from the library; 3.6% or so of the library scored in one or more.

structure | PERK inh | L929 necroptosis | eIF4E-4G inh | MDM2 E3 inh | Rad51 HR inh | EBV gp42 inh | m-calpain inh | Cl transport mod | TNF death inh
CC1(C)CC(NC(=O)c2coc(=O)c(Br)c2)CC(C)(C)N1 | 0.9 | -0.4 | 3 | -23 | 0 | -14 | -11 | · | -5.9
Fc1ccc(CNc2nc(-c3ccccc3)nc3ccccc23)cc1 | 0.0 | -0.7 | 2 | -11 | 2 | -1 | 55* | 0.09 | -0.3
Cc1sc(NC(=O)/C=C/C(=O)O)c(C(N)=O)c1-c1ccc(C(C)(C)C)cc1 | -0.3 | -1.2 | -7 | -4 | 2 | -11 | -11 | -0.75 | -0.8
Cc1ccc(NC(=O)CN(C)c2ccc(S(=O)(=O)N3CCCC3)cn2)cc1 | -0.1 | 1.5 | -1 | 8 | -12 | 1 | -17 | -0.31 | 2.7
COC(=O)c1ccc(C)c(NC(=O)C2COc3ccccc3O2)c1 (centres undefined) | -0.7 | 0.1 | 5 | 0 | 0 | -12 | 19 | -0.039 | -2.0
COc1ccc(O[C@H]2C=C[C@@H](c3ccccc3)O[C@@H]2COC(=O)CC/C(C)=N/OC[C@@H](O)COCc2ccco2)cc1 | -0.5 | 4.8 | 2 | · | · | -13 | -5 | -0.72 | -1.3
O=C1CC(N(CCc2ccccc2)C(=S)Nc2cc(Cl)ccc2Cl)C(=O)N1c1c(Cl)cccc1Cl (centres undefined) | -0.3 | -0.2 | 1 | -8 | -4 | -8 | -65 | 1.3 | -1.9
CSc1nc(-c2ccco2)nn1C(=O)c1ccc(Cl)cc1 | 1.3 | 0.8 | -1 | -9 | · | -30 | 6 | 0.27 | 0.4
Cc1cccc(NC(=O)c2ccc(C(=O)Nc3cccc(C)c3)nc2)c1 | 1.1 | 0.4 | 1 | -8 | -14 | -4 | 6 | · | -2.2
O=C(Oc1ccc(/C=N/Nc2nc(N3CCCCC3)nc(N3CCCCC3)n2)cc1)c1ccco1 | 0.5 | 0.1 | 3 | -7 | 8 | -14 | -32 | · | -4.5
O=C(O)c1ccccc1CSc1ncn[nH]1 | 0.9 | -0.2 | 3[fluorescence artefact?] | -23 | -1 | -15 | -13 | · | -2.3
Cc1ccc(Oc2nnc(-c3ccc(C)cc3)c3ccccc23)cc1 | -0.4 | -0.3 | 3 | -11 | -2 | 8 | 27 | 0.12 | 0.2
Cc1ccc(O)c(NC(=O)CCCC(=O)O)c1 | 1.0 | 5.2 | -2 | -17 | -2 | -29 | -11 | 0.36 | -4.0
CC1=CC(C)C2(CO)COC(c3ccc(O)cc3)C1C2C (centres undefined) | 0.9 | 0.3 | 1 | -59 | 11 | -9 | 1 | -0.15 | 1.5
CCSc1ncnc2c(C#N)c3n(c12)CCCCC3 | 0.5 | 0.0 | -6 | -12 | 14 | -15 | -17 | · | 1.1
CN(C(=O)CSCC(=O)O)C1CCCCC1 | 1.4 | 1.1 | 4[fluorescence artefact?] | -17 | 3 | -9 | -12 | 0.16 | 1.7
O=S(=O)(c1ccc(N2CCN(Cc3ccc4c(c3)OCO4)CC2)nc1)N1CCOCC1 | 0.5 | 1.3 | 5 | -16 | 1 | -15 | 10 | 0.48 | 0.5
CCCn1c(N2CCN(CC(=O)c3c(C)n(C)c4ccc(OC)cc34)CC2)nc2c1c(=O)[nH]c(=O)n2C | -0.8 | 0.2 | 5 | -4 | · | -13 | -35 | 3.5 | -4.8
CC(C)c1nc(SCC(=O)c2ccccc2)c2c(=O)n(C)c(=O)n(C)c2n1 | 1.4 | 1.5 | 6 | -4 | 0 | -3 | -1 | 0.48 | -2.5
Cn1c(=O)c(C(=O)COC(=O)c2cc(C(F)(F)F)nc3c(C(F)(F)F)cccc23)c(N)n(CC2CC2)c1=O | -0.1 | -1.5 | 8 | · | · | -27 | -14 | -0.69 | -1.4
O=C(Nc1ccc(-c2csc(-c3ccccc3)n2)cc1)c1ccccc1Cl | 1.6 | 7.5 | 3[fluorescence artefact?] | -4 | 8 | -19 | -34 | -1.1 | -11
C=CCc1cccc(/C=N/NC(=O)CNc2cccc3ccccc23)c1O | -0.4 | 0.1 | 2 | -10 | 11 | 2 | 8 | 0.94 | -1.1
C/C(=N/N=C1/NC(=O)CC(C(=O)Nc2ccccc2)S1)c1cccs1 (centres undefined) | -0.1 | 1.1 | 10 | -6 | 3 | 6 | -11 | -0.96 | 2.8
Cc1ccccc1NS(=O)(=O)c1cc(C(=O)NCCC2=CCCCC2)ccc1Cl | -1.4 | 0.0 | -2 | -23 | · | -11 | -27 | · | -3.7
CS(=O)(=O)c1ccc(C(=O)NCC2(N3CCCCC3)CCCCC2)cc1 | -0.7 | -0.2 | -17 | -7 | 5 | -19 | 14 | 0.041 | 1.7
CCN(CC)C(=O)CC(c1ccc(F)cc1)c1ccc(OC(C)C)cc1 (centres undefined) | -0.6 | -0.2 | 6[fluorescence artefact?] | -13 | -2 | -2 | 8 | -1.3 | 1.5
COc1cccc(C2=NO[C@@H]3C(=O)N(Cc4ccccc4)C(=O)[C@H]23)c1OC | 0.6 | 3.1 | 3 | -19 | -3 | -13 | -24 | · | 0.9
CON1C(=O)C(=O)N(OC)C(C)(C)C1C (centres undefined) | 0.1 | -0.1 | 3 | -8 | -2 | -26 | 19 | 0.59 | -0.8
O=C(O)CCCC(=O)Nc1ccc(Br)cc1C(=O)O | -0.4 | 1.3 | 4 | -10 | -6 | -4 | 10 | -0.5 | 0.0
C#CCNC(=O)C1=C[C@H](C(C)(C)C)C[C@H](OCc2ccc(CO)cc2)O1 | 0.7 | -0.2 | -2 | · | -7 | -12 | -2 | 0.19 | 1.7

canonical_smiles	PERK inh	L929 necroptosis	eIF4E-4G inh	MDM2 E3 inh	Rad51 HR inh	EBV gp42 inh	m-calpain inh	Cl transport mod	TNF death inh
Cc1cc(C)n2nc(SCC(=O)N3CCc4ccccc43)nc2n1	0.1	0.8	-3	-5	6	-7	-12	-0.03	1.7
O=C(O)CCCNS(=O)(=O)c1ccccc1	0.4	0.1	4	4	0	-11	-26	1.8	-1.1
CNC(=O)c1[nH]cnc1C(=O)N[C@@H](CCCCNC(=O)OC(C)(C)C)C(=O)OC(C)(C)C	0.5	0.7	8	·	-8	-11	15	0.95	-0.4
Cc1ccc(C)c(N2CCN(C(=O)c3cn(C)c4ccc(S(=O)(=O)N(C)C)cc4c3=O)CC2)c1	0.0	-0.1	2	-8	-4	0	-46	0.8	-0.3
CCOc1ccccc1NC(=O)N1CCC(NC(=O)c2ccccc2C)CC1	-0.2	1.1	4	-14	8	-6	3	-0.68	0.5
CC(=O)Nc1ccc(/C=C(\C#N)C(=O)NC2CCCCC2)cc1	0.3	0.0	-2	0	14	-15	2	-0.00077	3.8
CN(C(=O)c1cc2n(n1)C(C(F)(F)F)CC(c1ccco1)N2)c1ccc(OC(F)(F)F)cc1 (centres undefined)	1.0	0.8	-5	-9	6	-3	11	·	-1.5
O=C(NCCN1CCOCC1)c1ccc(N2CCCC2)c([N+](=O)[O-])c1	0.6	1.5	-1	-12	-5	7	-3	0.048	0.3
CCC(c1nnnn1CCOC)N(Cc1cc2c(C)cc(C)cc2[nH]c1=O)CC1CCCO1 (centres undefined)	0.1	-0.4	5	-10	·	1	-4	·	-0.8
COC(=O)c1ccc(-n2nnnc2SCc2ccccc2OC)cc1	-0.9	-0.1	-3	-15	6	-5	12	·	-0.8
COc1ccc(/C=N/NC(=O)C(C)n2cnc3ccccc3c2=O)cc1 (centres undefined)	0.0	·	4	-12	-36	-15	4	0.06	3.2
COCCCNC(=O)c1ccc(Cn2c(=O)c3ccccc3n(Cc3ccccc3C#N)c2=O)cc1	-1.1	0.9	-2	-3	-3	-14	-15	-0.11	-0.6
O=C1CC(c2ccc(S(=O)(=O)NCc3ccccc3)cc2)CN1 (centres undefined)	1.3	0.4	3	-17	-4	-5	-3	·	0.6
CCOC(=O)c1sc(=S)n(CC)c1NC(=O)c1ccccc1C	-0.2	2.1	2	-9	·	-2	-40	-0.21	0.7
Nc1ccc(C(=O)n2c3ccccc3c3ccccc32)cc1	0.4	-0.9	3[fluorescence artefact?]	5	-8	1	-27	0.13	-9.3

Taken from above for reference:
canonical_smiles	PERK inh	L929 necroptosis	eIF4E-4G inh	MDM2 E3 inh	Rad51 HR inh	EBV gp42 inh	m-calpain inh	Cl transport mod	TNF death inh
O=C(O)CCCNS(=O)(=O)c1ccccc1	0.4	0.1	4	4	0	-11	-26	1.8	-1.1
CNC(=O)c1[nH]cnc1C(=O)N[C@@H](CCCCNC(=O)OC(C)(C)C)C(=O)OC(C)(C)C	0.5	0.7	8	·	-8	-11	15	0.95	-0.4

Other records follow.
canonical_smiles	PERK inh	L929 necroptosis	eIF4E-4G inh	MDM2 E3 inh	Rad51 HR inh	EBV gp42 inh	m-calpain inh	Cl transport mod	TNF death inh
COC1=CCC2([N+](=O)[O-])CN(CC(=O)O)CC1([N+](=O)[O-])C2 (centres undefined)	1.2	0.3	0	-4	·	-4	-9	0.44	0.3
CN(/N=C/Cc1nnnn1-c1ccc(Cl)cc1)c1ccccc1	0.4	0.2	3	-9	-8	-3	12	-1.8	-6.7
CC(=O)Nc1ccc(S(=O)(=O)N2CCN(Cc3ccccn3)CC2)cc1	2.1	0.6	6	-10	-7	2	8	·	1.2
CCCn1nc(NC(=O)C2CCCO2)c2cc3ccc(C)cc3nc21 (centres undefined)	-1.0	0.6	2	-5	-6	-17	-201	-0.14	0.9
O=C(CCCCn1c(=O)c2ccccc2n(Cc2ccc(F)cc2Cl)c1=O)NCc1ccco1	-1.4	0.7	2	-1	5	-12	14	-0.52	-4.4
Cn1cc2cc(NC(N)=S)ccc2n1	0.5	1.2	-3	-10	32	13	-24	-0.086	0.5
CC(=O)C1=C(O)C(=O)N(c2ccc(S(=O)(=O)Nc3nccs3)cc2)C1c1ccc([N+](=O)[O-])cc1 (centres undefined)	2.0	1.0	-5	-5	1	12	2	-0.12	-0.6
O=C(O)Cn1cc(/C=C/[N+](=O)[O-])c2ccccc21	0.0	1.3	0	-12	-7	-34	-33	0.37	1.6
Cc1ccnc(N2C(=O)c3ccccc3C2Nc2ccccc2Cl)c1 (centres undefined)	0.4	-2.2	3	-4	4	-31	21	0.49	1.0
CCc1ccc2n(-c3ccc(OC)cc3)c([S-])c(C(=O)Nc3cc(C)cc(C)c3)[n+]2c1	1.1	0.3	-20	·	19	-11	-24	1.1	-0.2
COC(C(=O)Nc1ccc(S(=O)(=O)Nc2ccc(C)c(C)c2)cc1)c1ccccc1 (centres undefined)	-0.2	1.0	15	3	7	4	-6	-0.95	15
O=C(Nc1cccnc1Cl)c1cccnc1Cl	-0.4	-0.7	3	-20	-13	-27	-2	-0.17	-1.2

Structures listed above marked active in m-calpain inh.
SMILES | PERK inh | eIF4E-4G inh | MDM2 E3 inh | EBV gp42 inh | m-calpain inh | Cl transport mod
Fc1ccc(CNc2nc(-c3ccccc3)nc3ccccc23)cc1 | 0.0 | 2 | -11 | -1 | 55* | 0.09

Source: PubChem BioAssay (several laboratories)
